H9c2 TAG inh – triacylglycerol accumulation inhibition; H9c2 cells, Nile Red lipid (TAG) fluorescence; cells loaded with 200 µM oleic acid; inhibition, % at 12.5 µM; 0.66% of 230,000 active;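 active means pattern-corrected inhibition of lipid staining of at least 50% with the nuclear-stain viability signal not falling by more than 50%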;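 further: 0% = DMSO wells and 100% = triacsin C control wells; some results filed as inactive read as strong as hits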
H9c2 TAG inh DAPI viability – further read-out of H9c2 TAG inh, marked with its call; DAPI nuclei signal change (viability), lower = more cytotoxic, %;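 whole-well DAPI fluorescence read on a plate reader as a viability signal; minus 50 percent equals half of cells still viable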
* marks the source's active call; other numbers are inactive results.

Sample of the layout, 24 compounds:
SMILES	H9c2 TAG inh	H9c2 TAG inh DAPI viability
COc1cccc(C(=O)N2CCN(C3CCC(c4ccccc4)CC3)CC2)c1OC (stereo not given)	-17.0	2.2
O=C(OCCN1CCCCC1)c1cc2ccccc2o1	19.4	-8.1
C[C@@H]1C(=O)OC[C@H]1NC(=O)OCc1ccccc1	17.8	2.4
CCOCCCN(Cc1cc2cc(C)cc(C)c2[nH]c1=O)C(=O)N(CC)CC	-8.1	-0.9
Cc1ccc(N(C)S(=O)(=O)c2cccc(C(=O)Nc3nnc(C4CC4)s3)c2)cc1	-6.3	0.3
O=C(O)c1cccc(-c2ccccc2)c1O	10.7	-2.3
CCOc1ccc(NC(=O)c2ccc(NC(=S)NC3CCCCC3)cc2)cc1	13.4	6.4
CCNC(=S)N/N=C/c1ccccc1[N+](=O)[O-]	3.8	-3.9
Cc1cc(N2CCC(C)CC2)nc2ccc(N3C(=O)CCC3=O)cc12	-6.3	2.0
CCOc1ccc(OCCC(=O)N2CCN(S(=O)(=O)c3ccc(F)cc3)CC2)cc1	-13.8	-8.3
Cn1nc(C(=O)OCC(=O)Nc2ccc(Cl)cc2Cl)c2ccccc2c1=O	15.9	3.3
CC(=O)Nc1ccc(S(=O)(=O)NCC(=O)OCC(=O)NCc2ccc3c(c2)OCO3)cc1	-15.0	3.7
COc1ccc(S(=O)(=O)N2CCN(C(=O)c3c(C)nn(-c4ccccc4)c3Cl)CC2)cc1	-12.6	3.3
CC1CCCCN1C(=O)CSc1nnc(Cc2ccccc2)n1C (stereo not given)	-16.1	2.0
CC(C)(C)C(=O)Nc1nnc(-c2ccncc2)o1	10.5	-10.4
Cc1ccc(S(=O)(=O)Oc2ccccc2N2C(=O)C3CC=CCC3C2=O)cc1 (stereo not given)	-9.8	1.8
Cc1ccc(S(=O)(=O)n2nccc2-c2c(-c3ccccc3)noc2C)cc1	-23.5	4.5
CCN(c1ccccc1)S(=O)(=O)c1cccc(C(=O)NCc2cccnc2)c1	8.9	12.9
O=C1c2cccc3cc(Br)cc(c23)C(=O)N1Nc1ccc(Br)cc1	9.5	0.0
O=C(Nc1ccc(Cl)c(S(=O)(=O)N2CCOCC2)c1)C1=NN(c2ccccc2)C(=O)CC1	17.7	-9.6
CCn1c(SCC(=O)Nc2cc(C)on2)nnc1-c1ccco1	15.2	-14.3
COc1cccc(C(=O)NN2CC(O)=C(c3nc(C)cs3)C2=N)c1	11.2	-4.7
Cc1ccc(S(=O)(=O)NCC(=O)OCC(=O)NCc2ccc(F)cc2)cc1	21.9	-3.0
O=C(/C=C/c1cccc(F)c1)c1ccc(N2CCOCC2)cc1	3.8	-8.9

This part in full, previewed entries included:
SMILES	H9c2 TAG inh	H9c2 TAG inh DAPI viability
COc1cccc(C(=O)N2CCN(C3CCC(c4ccccc4)CC3)CC2)c1OC (stereo not given)	-17.0	2.2
O=C(OCCN1CCCCC1)c1cc2ccccc2o1	19.4	-8.1
C[C@@H]1C(=O)OC[C@H]1NC(=O)OCc1ccccc1	17.8	2.4
CCOCCCN(Cc1cc2cc(C)cc(C)c2[nH]c1=O)C(=O)N(CC)CC	-8.1	-0.9
Cc1ccc(N(C)S(=O)(=O)c2cccc(C(=O)Nc3nnc(C4CC4)s3)c2)cc1	-6.3	0.3
O=C(O)c1cccc(-c2ccccc2)c1O	10.7	-2.3
CCOc1ccc(NC(=O)c2ccc(NC(=S)NC3CCCCC3)cc2)cc1	13.4	6.4
CCNC(=S)N/N=C/c1ccccc1[N+](=O)[O-]	3.8	-3.9
Cc1cc(N2CCC(C)CC2)nc2ccc(N3C(=O)CCC3=O)cc12	-6.3	2.0
CCOc1ccc(OCCC(=O)N2CCN(S(=O)(=O)c3ccc(F)cc3)CC2)cc1	-13.8	-8.3
Cn1nc(C(=O)OCC(=O)Nc2ccc(Cl)cc2Cl)c2ccccc2c1=O	15.9	3.3
CC(=O)Nc1ccc(S(=O)(=O)NCC(=O)OCC(=O)NCc2ccc3c(c2)OCO3)cc1	-15.0	3.7
COc1ccc(S(=O)(=O)N2CCN(C(=O)c3c(C)nn(-c4ccccc4)c3Cl)CC2)cc1	-12.6	3.3
CC1CCCCN1C(=O)CSc1nnc(Cc2ccccc2)n1C (stereo not given)	-16.1	2.0
CC(C)(C)C(=O)Nc1nnc(-c2ccncc2)o1	10.5	-10.4
Cc1ccc(S(=O)(=O)Oc2ccccc2N2C(=O)C3CC=CCC3C2=O)cc1 (stereo not given)	-9.8	1.8
Cc1ccc(S(=O)(=O)n2nccc2-c2c(-c3ccccc3)noc2C)cc1	-23.5	4.5
CCN(c1ccccc1)S(=O)(=O)c1cccc(C(=O)NCc2cccnc2)c1	8.9	12.9
O=C1c2cccc3cc(Br)cc(c23)C(=O)N1Nc1ccc(Br)cc1	9.5	0.0
O=C(Nc1ccc(Cl)c(S(=O)(=O)N2CCOCC2)c1)C1=NN(c2ccccc2)C(=O)CC1	17.7	-9.6

Part of the list above, with bars between the fields.
structure | H9c2 TAG inh | H9c2 TAG inh DAPI viability
C[C@@H]1C(=O)OC[C@H]1NC(=O)OCc1ccccc1 | 17.8 | 2.4
CCOCCCN(Cc1cc2cc(C)cc(C)c2[nH]c1=O)C(=O)N(CC)CC | -8.1 | -0.9
Cc1ccc(N(C)S(=O)(=O)c2cccc(C(=O)Nc3nnc(C4CC4)s3)c2)cc1 | -6.3 | 0.3

Continued.
SMILES	H9c2 TAG inh	H9c2 TAG inh DAPI viability
CCn1c(SCC(=O)Nc2cc(C)on2)nnc1-c1ccco1	15.2	-14.3
COc1cccc(C(=O)NN2CC(O)=C(c3nc(C)cs3)C2=N)c1	11.2	-4.7
Cc1ccc(S(=O)(=O)NCC(=O)OCC(=O)NCc2ccc(F)cc2)cc1	21.9	-3.0
O=C(/C=C/c1cccc(F)c1)c1ccc(N2CCOCC2)cc1	3.8	-8.9
CSc1ncnc2c1ncn2CCCN1CCN(Cc2cccc3ccccc23)CC1	-22.2	2.6
CCc1ccc(-c2n[nH]nc2C2=CC(=O)C[C@H](c3ccc(F)cc3)C2)cc1	-7.8	1.4
COc1cccc2c1C(=O)c1c(O)c3c(c(O)c1C2=O)C[C@](O)(C(C)=O)C[C@H]3O[C@@H]1C[C@@H](N)[C@@H](O)[C@@H](C)O1	-38.4	-106.9
C[C@@H](C(=O)NCc1ccccc1)[C@@H]1C[C@@]1(C)[C@@H](NC(=O)OCc1ccccc1)c1ccccc1	-3.4	8.0
CCOCCCn1c(SCC(=O)Nc2cc(OC)ccc2OC)nc2ccccc2c1=O	18.0	-10.8
CC(=O)Nc1ccc(C(=O)N(C)C(C(=O)Nc2ccc(C)cc2)c2ccccn2)cc1 (stereo not given)	6.9	-14.0
COc1ccc(C(C(=O)Nc2ccc(C(C)C)cc2)N(Cc2ccco2)C(=O)CC2NC(=O)NC2=O)cc1 (stereo not given)	19.9	-4.9
COc1ccc(Cn2nnnc2C(c2ccccc2Cl)N2CCN(C3CCCC3)CC2)cc1 (stereo not given)	7.2	-8.2
CCCC(=O)NCc1ccccc1Cl	-3.5	-16.5
COc1ccccc1CC(=O)Nc1ccc([N+](=O)[O-])cc1O	-14.2	4.2
CCc1ccc(OCC(=O)OC(C)C(=O)Nc2ccc(Cl)cn2)cc1 (stereo not given)	0.8	4.8
O=C(COC(=O)c1cccs1)NCCc1ccc(F)cc1	8.8	4.5
Cc1cccc(OCC(=O)NC2CCCCCC2)c1C	-1.6	1.1
N#Cc1cc(-c2ccccc2)nc(N2CCNCC2)n1	2.7	9.0
O=C(Nc1ccc(S(=O)(=O)N2CCCCC2)cc1)c1ccc(CN2CCc3ccccc3C2)cc1	16.2	-3.0
CCCc1cc(NCc2ccccn2)n2nc(C)c(-c3ccccc3)c2n1	20.9	12.1
O=C1CSC(=Nc2ccccc2)N1	13.3	-8.6
CSc1ccc(CN2CCSCC2)cc1	-4.5	-5.7
CCOC(=O)CN1CC23C=CC(O2)C(C(=O)O)C3C1=O (stereo not given)	10.7	-3.5
Cc1c(O)nc(SC2CC(=O)N(c3ccccc3)C2=O)[nH]c1=O (stereo not given)	-4.0	-2.5
CC(C)(C)c1ccc(OCCC(=O)OCC(=O)NC2CCS(=O)(=O)C2)cc1 (stereo not given)	-0.3	1.2
O=C(Nc1ncc(Cc2cccc(Cl)c2Cl)s1)C1CCCO1 (stereo not given)	0.8	1.5
CCN(CC)S(=O)(=O)c1cc(C(=O)OC(C)C(=O)NCc2ccco2)ccc1C (stereo not given)	-1.8	-8.9
O=C(COC(=O)c1ccc(F)cc1F)NCCNC(=O)COC(=O)c1ccc(F)cc1F	2.1	3.9
O=C(OCC(=O)c1c[nH]c2ccccc12)c1cc(S(=O)(=O)N2CCOCC2)ccc1F	36.5	-12.1
COC(=O)CC1=NC(=O)CS1	-1.5	3.5
O=C(Nc1ccccc1Cl)c1cc(C2CCCN(S(=O)(=O)c3cccs3)C2)on1 (stereo not given)	-4.1	5.4
O=C(CSc1nc2ccc(NC(=O)CSc3nnnn3Cc3ccccc3)cc2s1)Nc1ccccc1	-7.9	-2.9
CCCCNC(=O)CSc1nc(CCC)nc2ccccc12	7.3	-8.4
Cc1cc(Br)ccc1-n1[nH]c(C)c(C=Nc2cccc3nsnc23)c1=O	-0.9	3.5
Cn1c(=O)[nH]c(=O)c2c1nc(N1CCCCCC1)n2CCCSc1nc2ccccc2o1	7.0	12.1
COCc1c(C(=O)Nc2cccc(S(=O)(=O)N3CCCCC3)c2)oc2ccccc12	21.5	-3.5
COc1ccc(CNC(=O)c2cnn3c(C(F)F)cc(C)nc23)cc1	3.1	-3.6
O=C(CCCO)N/N=C/c1ccccc1[N+](=O)[O-]	-1.8	1.9
CC/C(=N\NC(=O)c1csc(C)c1C)c1cccs1	5.3	-5.5
COc1ccc(N2CCN(C(c3cc(OC)ccc3OC)c3nnnn3Cc3ccco3)CC2)cc1 (stereo not given)	-26.2	0.9
CCOC(=O)C1=C(C)NC(=O)NC1	5.0	15.3
Cc1ccc(C2OCC(C)([N+](=O)[O-])CO2)cc1 (stereo not given)	-3.7	-8.7
O=C(NCC1CCCCC1)c1cc(S(=O)(=O)N2CCOCC2)ccc1F	4.1	-9.4
Cc1cc(C)nc(Sc2ncnc(N)c2[N+](=O)[O-])n1	61.3*	-38.2*
Cc1cc(C)c(S(=O)(=O)NCCc2ccccc2)c(C)c1	-14.4	-10.1
O=C1NC(=S)N/C1=C/c1cc([N+](=O)[O-])ccc1O	-14.7	2.5
O=C(Cc1ccccc1)N1CCNCC1	-2.5	-1.1
CSc1ccccc1NC(=O)c1cnc2sc(C)cn2c1=O	12.6	13.3
CCOC(=O)Cc1csc(NC(=O)CCSc2ccccc2)n1	-5.7	-6.5
COc1ccc(NC(=O)c2cc(-c3cc(F)ccc3OC(C)C)n[nH]2)c(C)c1	9.6	7.9
(cont.)
SMILES	H9c2 TAG inh	H9c2 TAG inh DAPI viability
COC(=O)c1cc(=O)n(Cc2cccs2)c(=Nc2ccc(F)cc2)s1	12.2	-5.5
Cc1nc2ccc(S(=O)(=O)NCC(=O)N3CCC(N4CCCCC4)CC3)cc2s1	4.4	8.4
Cc1ccnc(NC(=O)c2ccco2)n1	-8.1	-7.2
O=C(CCCN1C(=O)/C(=C/c2ccccc2Cl)SC1=S)NNC(=O)c1ccncc1	4.8	1.0
O=C(O)c1ccc(NS(=O)(=O)c2cccc(C(=O)Nc3ccc([N+](=O)[O-])cc3)c2)cc1	-4.7	10.0
CC(C)(C)Nc1nc(N)nc(Cl)n1	24.5	-14.0
S=C1NC[C@H](CC2CCCCC2)N1CCCCC1CCCCC1	-22.2	5.5
CCOC(=O)CNC(=O)CSc1nnc(-c2ccccc2)c(-c2ccccc2)n1	2.4	-3.8
N#Cc1ccc(OCc2c(-c3ccccc3)nnn2CC(=O)O)cc1	3.5	0.0
COc1ccc(OC)c(NC(=O)c2cc(S(=O)(=O)N3CCCC3)cn2C)c1	-10.7	-5.5
Nn1c(SCc2ccc(F)cc2)nnc1-c1ccccn1	6.6	-9.9
FC(F)(F)c1ccc(NC(=S)NC2CCCCC2)cc1	-7.9	6.8
CCOc1ccc(OCCn2c(=S)[nH]c3c(N)ncnc32)cc1	-23.2	0.5
O/N=C1/CCCSc2ccccc21	-27.7	-11.9
COc1ccc(-c2nn(-c3ccccc3)cc2C(=O)NC(=S)N2CCOCC2)cc1OC	0.7	-3.4
COc1ccc(F)cc1S(=O)(=O)n1cnc2ccccc21	-8.1	5.2
O=C(NNC(=O)c1cccs1)c1ccc(Cl)cc1	-10.2	-1.0
Cc1ccc(NC(=O)Cn2c(=O)n(Cc3ccco3)c(=O)c3ccccc32)c(C)c1	19.0	5.3
OCC1(CCCc2ccccc2)CCN(Cc2cnc(N3CCOCC3)s2)CC1	-20.6	8.5
O=C(COC(=O)c1ccc(Cl)c(S(=O)(=O)N2CCCCCC2)c1)NCc1ccccc1	4.1	1.4
COc1ccc(/C=C2\SC(N)=NC2=O)cc1	12.8	-7.6
CCCCCOCC1CC(C/C(C)=N/Nc2nc(-c3ccccc3)cs2)C(=O)O1 (stereo not given)	-0.9	-7.7
CC(=Nc1ccccc1)C1=C(O)C(Cc2ccccc2)NC1=O (stereo not given)	24.0	0.1
COc1ccc(OC)c(S(=O)(=O)NCc2cc(-c3ccccc3)no2)c1	6.8	5.6
CC(=O)/C=C1\N(C)c2ccc(C)cc2C1(C)C	-24.4	-2.4
CCc1ccc(N(CC(=O)NC(C)(C)CC)C(=O)CCC(=O)Nc2nccs2)cc1	3.3	-1.8
CCOC(CNc1ncnc2c1cnn2C)OCC	-8.0	-1.1
Cc1ccccc1OCCC(=O)NNC(=O)c1ccccc1F	-54.4	4.3
O=C(Nc1ccccc1)N1CCC(O)(c2cccc(C(F)(F)F)c2)CC1	10.0	-12.1
CC(C)(C)OC(=O)C[C@H]1C/C=C\C[C@@H](CC(=O)N[C@@H](CO)Cc2ccccc2)C(=O)NC[C@@H](c2ccccc2)OC1=O	-26.1	2.0

Screens from PubChem.

A portion of the library, so the mix of outcomes need not match the whole.
